GPR55 beta-arrestin = selective activators of receptor GPR55 – imaging, U2OS cells, beta-arrestin-GFP redistribution, primary screen (AID 1961); U2OS GPR55 beta-arrestin-GFP redistribution imaging; higher % means a stronger effect; activation, % at 10 µM; hits with a dose series show EC50 in µM; 290,000 tested, 0.048% active;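 active means activation above 40% with more than 50 cells counted in the well; inconclusive means wells holding fewer than 50 cells, flagged as toxic or sparse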;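 further: U2OS osteosarcoma cells stably expressing GPR55 and beta-arrestin-GFP; plate controls were DMSO negative control for no effect and LPI positive control for full effect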
Myeloid diff MLP = myeloid differentiation induction; ER-HoxA9 myeloid progenitors, lysozyme-GFP differentiation, flow cytometry; calls only at 10 µM; 360,000 tested, 1% active; AID 624256;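 active means normalized GFP-positive differentiation at or above the plate's own cutoff, the solvent-only control mean plus 3 SD; inconclusive means no clear call, values can overlap the other calls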;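 further: cells exposed to compound for four days before flow analysis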
NOD1 NF-kB reporter = NOD1 signaling inhibitors, primary screen, cell-based, luminescence, uHTS (AID 1578) | 290,000 tested, 1% active | NOD1-driven NF-kB luciferase reporter cells, luminescence; higher % means a stronger effect | inhibition, % at 4 µM; hits with a dose series show EC50 in µM; in the data active means inhibition mostly above about 36%, no sharp cut-off; inactive means mostly below about 34%;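 further: HEK-293T reporter cells stimulated with the NOD1 agonist gamma-tri-DAP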
KOR beta-arrestin-1 = kappa opioid receptor activators – cell-based, luminescence, uHTS, primary screen (AID 1777); KOR beta-arrestin recruitment, luminescence; higher % means a stronger effect; one-dose activation, % at 10 µM; EC50 in µM for titrated hits; 280,000 tested, 0.02% active; in the data active means activation above about 50%, passing the limit was not always enough; further: a part of the inactive calls stands beside numbers as strong as those of hits
KOR beta-arrestin-2 = KOR antagonists, beta-arrestin recruitment, cell-based, luminescence, uHTS (AID 1778); one-dose inhibition, % at 10 µM; IC50 in µM for titrated hits; 290,000 tested, 0.091% active; KOR beta-arrestin recruitment, luminescence, antagonist mode; higher % means a stronger effect; further: strong numbers were not always called active
NTR1 ag = agonists of NTR1, primary screen, imaging, U2OS cells, beta-arrestin-GFP, high content (AID 493036). activation, % at 20 µM. NTR1-U2OS beta-arrestin-GFP spot imaging, agonist mode. 330,000 tested, 0.17% active;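 active means activation at or above 40% of the spot to cytoplasm intensity ratio, with at least 20 cells analyzed; inconclusive means wells under 20 cells, flagged as cytotoxic or low count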;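 further: 0% = DMSO without peptide and 100% = 100 nM NTR1 peptide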
Target sequence (P30989 whole entry, looked up): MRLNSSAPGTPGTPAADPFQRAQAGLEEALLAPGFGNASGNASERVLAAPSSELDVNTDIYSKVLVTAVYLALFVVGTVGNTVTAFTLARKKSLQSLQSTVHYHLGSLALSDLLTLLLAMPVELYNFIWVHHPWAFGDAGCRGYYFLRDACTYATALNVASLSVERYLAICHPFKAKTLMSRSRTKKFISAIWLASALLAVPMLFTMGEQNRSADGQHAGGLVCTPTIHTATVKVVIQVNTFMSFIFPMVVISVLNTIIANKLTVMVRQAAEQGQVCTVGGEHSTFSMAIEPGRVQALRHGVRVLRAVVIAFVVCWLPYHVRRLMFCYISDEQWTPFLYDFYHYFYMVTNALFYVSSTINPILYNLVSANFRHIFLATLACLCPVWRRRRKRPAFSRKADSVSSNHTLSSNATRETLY
T cell HTS = modulates CD8 T cell binding to vesicles. calls only at 7 µM. 2C CD8+ T cell-vesicle binding, flow cytometry; stronger effect = lower value. 330,000 tested, 0.068% active;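 active means response, share of CD8 T cells binding vesicles, and their 90th percentile fluorescence all below set limits, cut at about 80% in these data, passing the limit was not always enough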
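Benchmarks: naked versus QL9-loaded vesicles / Assay system: purified 2C TCR transgenic mouse naive CD8+ T cells / Technique: high-throughput flow cytometry with anti-B7-1 and anti-CD8 staining / Timing: Cell–vesicle co-incubation 1.5 h at 37 °C, staining 20 min on ice / Read-out: percent CD8+ FL2 mean versus row control / Probe or stimulus: QL9-loaded Drosophila micro-vesicles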
HEK293 NOD2/NF-kB = inhibition of NOD2-driven NF-kB reporter – cell-based, luminescence, uHTS, HEK293 (AID 1566). one-dose inhibition, % at 4 µM; EC50 in µM for titrated hits. 290,000 tested, 0.63% active. HEK293 NOD2/NF-kB luciferase reporter, luminescence; higher % means a stronger effect; further: many of its hits are not listed in these tables
GPR55 LPI antagonism = GPR55 antagonists blocking LPI-driven arrestin recruitment, primary screen, imaging, U2OS, beta-arrestin-GFP, LPI agonist (AID 2013) | U2OS GPR55 beta-arrestin-GFP translocation imaging, LPI antagonism; higher % means a stronger effect | inhibition, % at 10 µM, or IC50 in µM where a hit was titrated | 290,000 tested, 0.13% active;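 active means spots per cell inhibited over 60%, with over 100 cells counted and total cytoplasm intensity under 500,000; inconclusive means wells with under 100 cells, flagged as likely toxic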;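 further: U2OS cells stably carrying GPR55 and arrestin-GFP stimulated by 5 µM LPI near EC80; imaged beta-arrestin-GFP aggregate spots per cell after agonist stimulation; plate controls were LPI-stimulated DMSO wells for no effect and DMSO wells without LPI for full effect; some results filed as inactive read as strong as hits; confirmed hits need IC50 under 10 µM and bright autofluorescent wells are also inconclusive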
T cell HTS vesicle-bound % = second read-out of T cell HTS, no call of its own (marks repeat the call); double positive events, %; measured here: CD8+ vesicle-bound cell fraction;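 binding gate set so that unloaded-vesicle control wells show 10% double positive cells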
NTR1 ag cell count 20 µM = second read-out of NTR1 ag, no call of its own (marks repeat the call); cell count; measured here: cell count, cytotoxicity flag
Myeloid diff MLP GFP+ MAC1+ % = further read-out of Myeloid diff MLP, marked with its call; GFP+ MAC1+ double positive, %; measured here: differentiation confirmed by MAC1 staining
Numbers without * were called inactive; i = inactive; ? = inconclusive; . = not tested or not shown; & = joins results of further samples; [ ] = dose if it differs, or a comment. Unless noted, no stated cut-off is given here; in the data, active means inhibition above about 50%; inactive means the rest.

smiles	KOR beta-arrestin-1	Myeloid diff MLP GFP+ MAC1+ %	GPR55 beta-arrestin	GPR55 LPI antagonism	T cell HTS vesicle-bound %	NTR1 ag	Myeloid diff MLP	KOR beta-arrestin-2	NTR1 ag cell count 20 µM	NOD1 NF-kB reporter	HEK293 NOD2/NF-kB	T cell HTS
Cc1ccc(C(=O)O/N=C2\CCCc3ccccc32)cc1	9.7%	1.0	-0.1%	0%	24	-3.7	i	-46%	84	-8%	-2%	i
Cc1ccccc1CN1CCC(N2CCC(C(=O)NCC3CCCO3)CC2)CC1 (stereo unspecified)	0.9%	2.7	-0.1%	8%	65	0.0	i	-21%	59	-21%	0%	i
COc1ccc(CN2CCOCCOCCOCC2)cc1	-2.4%	0.6	0.3%	-1%	58	0.6	i	-5%	51	-8%	-2%	i
COc1ccc(Nc2nc(C)nc3c2nnn3Cc2ccccc2Cl)c(OC)c1	4.2%	0.4	-0.2%	-19%	11	3.4	i	-215%[20 µM]	66	-6%	-2%	i
Clc1ccccc1CSc1nnc(-c2cccnc2)n1Cc1ccco1	-8.1%	5.6	-0.4%	-2%	44	-0.6	i	-9%	88	11%	-3%	i
O=C(c1ccc([N+](=O)[O-])cc1)N1CCSC1c1ccccc1Cl (stereo unspecified)	-3.0%	0.4	-0.1%	-2%	39	-1.4	i	11%[20 µM]	59	0%	19%	i
CC(=O)Nc1cccc(/C(C)=N/NC(=O)c2cccc(S(=O)(=O)N3CCOCC3)c2)c1	1.5%	0.3	0.3%	10%	46	1.8	i	24%	65	-30%	8%	i
CC(C)c1ccc(N(CC(=O)N2CCN(Cc3ccccc3)CC2)S(C)(=O)=O)cc1	-5.7%	0.9	0.2%	8%	33	2.4	i	-15%[20 µM]	60	6%	1%	i
Cc1cc(C(=O)N/N=C/c2ccc(OCc3ccccc3)cc2)c(C)o1	-2.6%	0.1	-0.3%	-1%	43	5.1	i	4%	48	-33%	5%	i
Fc1ccc(N2CCN(c3nc(CN4CCOCC4)nc4scc(-c5ccccc5)c34)CC2)cc1	-2.0%	0.2	0.6%	9%	5	9.3	i	-11%	67	-28%	-2%	i
Cn1c(SCc2ccc(F)cc2)nnc1-c1cccs1	3.6%	4.2	-0.2%	11%	49	0.2	i	6%	49	-87%	-54%	i
O=C(Nn1cc(C(=O)Nc2ccc(F)cc2F)c2ccccc2c1=O)c1cnccn1	-2.8%	0.1	-0.3%	3%	30	0.9	i	15%	52	-21%	11%	i
CCNC(=O)CSc1nnc(-c2ccccc2Br)n1-c1cccc(C(F)(F)F)c1	-4.5%	0.0	0.0%	9%	61	0.8	i	11%	99	9%	0%	i
CCCCc1c(O)cc(C)[nH]c1=O	-0.6%	0.3	-0.1%	14%	3	-0.9	i	4%	100	3%	6%	i
Clc1cc(Br)ccc1OCCCn1ccnc1	-2.2%	0.2	0.2%	-8%	8	0.1	i	-19%	62	-18%	1%	i
CCC(CO)NC(=O)c1ccccc1C(F)(F)F (stereo unspecified)	-0.3%	0.3	-0.1%	-5%	46	1.4	i	-24%	64	-5%	-2%	i
O=C(NN=C1CCCCCC1)c1cccnc1	-0.7%	0.2	0.2%	8%	36	2.7	i	-4%	44	-14%	-27%	i
COc1cccc(C(=O)/C=C/Nc2ccc(NC(C)=O)cc2)c1	-6.2%	0.6	0.1%	7%	58	0.0	i	4%	52	-49%	-51%	i
Cc1[nH]n(-c2ccccc2)c(=O)c1S(=O)(=O)c1ccccc1	12%	7.3	-0.1%	3%	31	-1.0	i	0%	58	26%	36%	i
CC(C)(C)c1cc(C(=O)O)n(Cc2ccc(Cl)cc2Cl)n1	1.3%	0.6	1.1%	2%	57	-0.4	i	17%	63	-8%	27%	i
Cc1cc(C)c2nc(N3CCC(C(=O)NCc4ccccn4)CC3)sc2c1	-7.6%	0.2	0.2%	-1%	27	0.5	i	5%	92	-6%	-17%	i
CN(C)S(=O)(=O)c1ccc(N2CCCC2)c(C(=O)Nc2nc3c(ccc4ccccc43)s2)c1	1.9%	0.3	-0.4%	-4%	21	2.1	i	-33%	75	-29%	-28%	i
Cc1nnc(N/N=C/c2ccccc2C(F)(F)F)n1N	-6.0%	0.6	0.2%	-8%	61	0.8	i	-14%	55	-12%	9%	i
CCCNC(=O)Cn1c(=O)n(CC(=O)N2CCCCC2)c(=O)c2sccc21	4.7%	2.9	-0.1%	6%	7	2.7	i	-23%	57	-22%	6%	i

Three entries from above, ordered by heavy-atom count, lowest first:
smiles	KOR beta-arrestin-1	Myeloid diff MLP GFP+ MAC1+ %	GPR55 beta-arrestin	GPR55 LPI antagonism	T cell HTS vesicle-bound %	NTR1 ag	Myeloid diff MLP	KOR beta-arrestin-2	NTR1 ag cell count 20 µM	NOD1 NF-kB reporter	HEK293 NOD2/NF-kB	T cell HTS
CCCCc1c(O)cc(C)[nH]c1=O	-0.6%	0.3	-0.1%	14%	3	-0.9	i	4%	100	3%	6%	i
Cc1cc(C(=O)N/N=C/c2ccc(OCc3ccccc3)cc2)c(C)o1	-2.6%	0.1	-0.3%	-1%	43	5.1	i	4%	48	-33%	5%	i
COc1ccc(Nc2nc(C)nc3c2nnn3Cc2ccccc2Cl)c(OC)c1	4.2%	0.4	-0.2%	-19%	11	3.4	i	-215%[20 µM]	66	-6%	-2%	i

Following part:
smiles	KOR beta-arrestin-1	Myeloid diff MLP GFP+ MAC1+ %	GPR55 beta-arrestin	GPR55 LPI antagonism	T cell HTS vesicle-bound %	NTR1 ag	Myeloid diff MLP	KOR beta-arrestin-2	NTR1 ag cell count 20 µM	NOD1 NF-kB reporter	HEK293 NOD2/NF-kB	T cell HTS
COc1ccc(N(CC(=O)N/N=C/c2ccc(OC)cc2OC)S(=O)(=O)c2ccccc2)cc1	-5.0%	3.2	-0.1%	-6%	36	3.8	i	27%	85	-1%	5%	i
COC(=O)CNC(=O)CNC(=O)c1nn(-c2ccc(OC)c(OC)c2)c(=O)c2ccccc12	14%	0.4	0.0%	-11%	11	-1.0	i	-22%	66	-7%	24%	i
Brc1cnc2nc(SC/C=C/c3ccccc3)[nH]c2c1	.	0.4	1.0%	-7%	4	0.7	i	32%	45	2%	-28%	i
C(=N\Nc1nc2ccccc2s1)/c1cccs1	-2.1%	15	0.7%	5%	44	2.2	i	13%	57	-43%	-165%	i
COc1ccc(N2CCN(c3ccc(N4C(=O)CC(C)C4=O)cc3[N+](=O)[O-])CC2)cc1 (stereo unspecified)	-3.2%	1.3	0.0%	6%	59	0.2	i	24%	62	-33%	9%	i
CCc1ccc(NC(=O)CCc2nc3cccnc3n2Cc2ccc(OC)cc2)cc1	-2.1%	1.0	0.0%	16%	6	-0.3	i	25%	82	-11%	-28%	i
Cc1sc(N/N=C/c2cccs2)nc1-c1ccccc1	-4.4%	0.7	0.2%	2%	46	13	i	11%	35	-30%	-28%	i
OCC1(CCOc2ccccc2)CCN(Cc2ccccc2C(F)(F)F)CC1	1.2%	1.0	0.3%	12%	60	-0.3	i	-32%	74	6%	-37%	i
O=C(O)CSc1nc2c(c(C(F)(F)F)n1)CCCC2	4.3%&-3.4%	1.0&1.1	-0.2%&-0.2%	-3%&4%	42&6	-1.7&1.9	i	-12%&6%	53&39	-12%&-15%	-9%&15%	i
O=C(COc1cccc(F)c1)N[C@@H](Cc1ccccc1)c1nc2ccccc2[nH]1	-2.4%	0.6	0.3%	2%	62	1.9	i	38%	82	-22%	10%	i
O=C(CCc1ccc(S(=O)(=O)N2CCOCC2)cc1)NCCCN1CCCC1=O	6.0%	1.6	-0.3%	-3%	14	-2.7	i	3%	66	-12%	6%	i
Cc1ccccc1N=CC=C1OC(C)(C)C(C)(C)O1	-3.1%	2.2	-0.3%	7%	51	2.7	i	-47%	58	22%	4%	i
CCC1C(=O)C(C)(C)C(=O)OC1c1ccc([N+](=O)[O-])cc1 (stereo unspecified)	-3.5%	0.8	-0.2%	3%	52	.	i	0%[20 µM]	.	-26%	6%	i
CCn1c(COc2ccc(=O)n(-c3ccccc3)n2)nnc1SCC(=O)OC	-3.6%	0.3	0.3%	12%	44	0.5	i	-22%	49	-44%	6%	i
CC1CCCCN1C(=O)C1CCN(c2nc(-c3ccccc3)nc3c2CCC3)CC1 (stereo unspecified)	-1.3%	.	-0.2%	1%	22	4.8	?	-16%	56	21%	47%	i
COc1ccc(NS(=O)(=O)c2ccc3c(c2)N(C(C)=O)CCS3)cc1	3.8%	0.6	0.0%	4%	51	1.0	i	-24%	77	25%	20%	i
COc1ccc(-n2c(SCCNCCO)nc3sc4c(c3c2=O)CCCC4)cc1	-6.5%	.	-0.1%	7%	23	4.8	?	-66%	54	-31%	11%	i
CCOC(=O)C1CCCN(c2cc(NCCCO)c([N+](=O)[O-])c3nonc23)C1 (stereo unspecified)	-2.5%	.	0.0%	12%	40	0.6	.	-21%	55	-20%	2%	i
Cc1cc(C)c2c(N=NN(C)C)[nH]nc2n1	2.3%	1.0	-0.1%	17%	25	1.4	i	-9%	56	11%	8%	i

From PubChem

Only part of the results is shown (hit frequency here may not be typical).
